# FBPA coupling cs: coupling enzyme interference in Giardia aldolase counter-screen; coupling enzyme system counterscreen, AmpLite Red fluorescence; activity change, negative = inhibition, % at 58.2 µM, hits read low; 0.67% of 290,000 active; AID 2472; in the data active means activity change below about -30%; further: on the % scale 0 is the no-effect control and ±100 the full control effect
#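 Counterscreen lacking aldolase: glyceraldehyde-3-phosphate coupling-enzyme reagent preincubated 10 min at RT with compound (at 57.5 uM final), then substrate/coupling system with AmpLite Red added; fluorescence read at 525/598 nm after 20 min RT.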
# MBNL1 CUG block: MBNL1-poly(CUG) RNA binding inhibition; TR-FRET MBNL1-His/biotin-(CUG)12 binding, 665/545 ratio; Potency, µM (titrated, usually from 57.5 µM), for the others: top-dose activity change, negative = inhibition, hits mostly inhibitors; 0.036% of 280,000 active; AID 2675; active means well fitted inhibition curve with a large enough effect in the signal ratio, with a control signal flat, not every such curve was filed as active; inconclusive means small, poorly fitted or top-dose-only effect, or effect the other way, or a change in a side signal; inactive means no such curve, though single readings can be large or run the other way; the % refers to the signal ratio; further: potency means the concentration at half of the fitted maximal effect; on the % scale 0 is the no-effect control and ±100 the full control effect
#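 Compounds (final 92 nM to 58 uM) are added to His-tagged MBNL1 and biotin-(CUG)12, then terbium anti-His antibody and streptavidin-XL665 (5 nM final). After 60 min at room temperature, the 665/545 nm ratio is read.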
# AT treatment: potential ataxia-telangiectasia treatment. […] A-T fibroblasts, KAP-1 phosphorylation AlphaLISA; neocarzinostatin DNA damage 30 min before lysis. 0.19% of 320,000 active. Potency, µM (top dose mostly 57.5 µM), for the others: at the top dose activation, most hits filed as activators; further: potency means the concentration at half of the fitted maximal effect; % of control where 0% means no effect; nearly all actives have a fitted effect of over 45% in size
#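 ATM-like activity read as KAP-1 phosphorylation via AlphaLISA donor/acceptor antibody pairs after lysis and 6 hr at 25C. Cells were ATM-null patient fibroblasts ([…], hTERT), dosed 60 min, then exposed to the DSB inducer NCS for 30 min.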
# MLL CXXC-DNA inh: MLL CXXC-DNA interaction inhibition. 0.037% of 290,000 active. Potency, µM (highest dose often 115 µM), for inactives: top-dose activity change, negative = inhibition, most hits filed as inhibitors. MLL-CXXC / FITC-HOXA9 DNA fluorescence polarization; active means well fitted inhibition curve with a large enough effect in the polarisation, with a control signal flat, not every such curve was filed as active; inconclusive means small, poorly fitted or top-dose-only effect, or effect the other way, or a change in a side signal; inactive means no such curve, though single readings can be large or run the other way; the % refers to the polarisation; further: potency means the concentration at half of the fitted maximal effect
#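 Steps: dispense CXXC domain solution (7 uM) → pin compounds or unlabeled HOX-A9 DNA control → 5 min ambient → add FLSN-HOX-A9 solution (50 nM) → spin → 30 min ambient → fluorescence polarization. Tris pH 7.5/NaCl/DTT/BSA buffer.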
# ASM inhibitor: blocks human secretory acid sphingomyelinase; P17405; placental ASM, HMU-PC fluorogenic substrate, 60 min; Potency, µM (series often up to 57.5 µM), inactives show at the top dose activity change, negative = inhibition, most hits filed as inhibitors; 0.006% of 340,000 active; further: potency means the concentration at half of the fitted maximal effect
#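 Fluorescence read-out (Ex 386 nm, Em 447 nm) after stopping the reaction at pH 10. Enzyme: ASM from human placenta; substrate HMU-PC0, 9 uM final; 60 min, 37 °C. Compound preincubation 10 min, ambient temperature.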
# KCNH2 WT inh: KCNH2 (human, wildtype) channel inhibition; Q12809; activity change, % at 1.84 µM; 0.37% of 340,000 active; U2OS, BacMam KCNH2, thallium flux FluxOr; stronger effect = lower value;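 active means maximum activity change below -70%; inconclusive means maximum activity change between -70% and -50%; inactive means maximum activity change above -50%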; further: on the % scale 0 is the no-effect control and ±100 the full control effect
# Target sequence (Q12809 whole entry, looked up): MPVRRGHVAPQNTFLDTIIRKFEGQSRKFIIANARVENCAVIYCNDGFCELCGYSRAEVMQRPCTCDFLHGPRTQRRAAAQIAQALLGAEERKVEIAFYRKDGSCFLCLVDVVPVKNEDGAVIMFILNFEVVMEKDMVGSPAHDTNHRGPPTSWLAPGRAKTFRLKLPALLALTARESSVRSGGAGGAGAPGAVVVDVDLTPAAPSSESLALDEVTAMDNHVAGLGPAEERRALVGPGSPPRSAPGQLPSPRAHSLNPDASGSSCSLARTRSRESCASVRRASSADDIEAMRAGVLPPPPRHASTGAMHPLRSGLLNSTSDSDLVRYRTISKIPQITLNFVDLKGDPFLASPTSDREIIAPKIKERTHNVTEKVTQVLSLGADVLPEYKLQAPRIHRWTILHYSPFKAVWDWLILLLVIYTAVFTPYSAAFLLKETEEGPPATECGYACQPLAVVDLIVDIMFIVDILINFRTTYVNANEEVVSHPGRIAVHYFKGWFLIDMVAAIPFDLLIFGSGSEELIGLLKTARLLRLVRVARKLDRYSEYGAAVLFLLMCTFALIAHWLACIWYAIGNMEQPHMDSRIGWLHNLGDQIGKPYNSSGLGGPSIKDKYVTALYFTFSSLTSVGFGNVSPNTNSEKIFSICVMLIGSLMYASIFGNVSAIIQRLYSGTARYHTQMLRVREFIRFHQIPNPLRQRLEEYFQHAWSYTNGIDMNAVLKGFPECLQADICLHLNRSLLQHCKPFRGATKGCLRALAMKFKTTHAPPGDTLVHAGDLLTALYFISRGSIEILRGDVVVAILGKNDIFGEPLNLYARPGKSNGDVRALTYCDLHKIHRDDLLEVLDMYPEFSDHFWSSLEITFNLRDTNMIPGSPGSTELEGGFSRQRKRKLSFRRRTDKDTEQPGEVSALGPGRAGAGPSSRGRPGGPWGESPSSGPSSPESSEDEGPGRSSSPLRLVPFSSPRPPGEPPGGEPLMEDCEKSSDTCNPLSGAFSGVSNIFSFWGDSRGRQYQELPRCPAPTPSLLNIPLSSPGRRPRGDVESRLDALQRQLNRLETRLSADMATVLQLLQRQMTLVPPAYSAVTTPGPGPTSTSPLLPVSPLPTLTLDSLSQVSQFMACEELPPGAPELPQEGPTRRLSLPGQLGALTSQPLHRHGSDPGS
#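 U2OS cells were transduced with wild-type KCNH2 virus (2.03 x 10^8 / mL) for 4 h at room temperature, then cultured overnight at 37 C. Thallium flux was read with FluxOr dye. Rate constants were normalized to DMSO controls.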
# KCNH2 3.1 inh: blocks the human KCNH2 3.1 channel isoform. U2OS KCNH2 3.1, thallium flux FluxOr; stronger effect = lower value. activity change, % (tested at about 1.8 µM). 0.95% of 340,000 active. AID 720553;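 active means maximum activity change below -70%; inconclusive means maximum activity change from -70% to -50%; inactive means maximum activity change above -50%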;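 further: thallium influx rate constant from kinetic fluorescence after stimulation buffer; on the % scale 0 is the no-effect control and ±100 the full control effect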
#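 Measured as rate of thallium-driven FluxOr signal in transduced U2OS cells carrying the 3.1 channel, read kinetically for 2 min upon stimulation; values are rate constants scaled to DMSO control wells.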
# GALK inhibitor: inhibitors of human galactokinase; Purified GALK, Kinase-Glo residual ATP luminescence; Potency, µM (doses to about 57.5 µM), for the others: at the highest dose activity change, negative = inhibition, most hits filed as inhibitors; 0.007% of 270,000 active; AID 1868; further: potency means the concentration at half of the fitted maximal effect; on the % scale 0 is the no-effect control and ±100 the full control effect
#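 Quantitative HTS: GALK 5 nM, ATP 35 uM, galactose 100 uM, 1 h room temperature, then luciferase-based ATP detection.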
# TRPV1 ag: activates the human vanilloid receptor TRPV1. Q8NER1. TRPV1-expressing cells, Fluo-8 calcium influx, agonist mode. 0.19% of 320,000 active. activation, % at 8.33 µM; in the data active means activation above about 80%; inconclusive means between about 30% and that limit; further: 0% is about no effect
#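 Fluo-8 calcium influx in TRPV1-expressing cells, kinetic read (ex 480/em 520 nm). Compound added and read 3 min for agonist activity, followed by capsaicin at EC20 final and 2 min further read for enhancement.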
# Integrin act MD: activates integrin-mediated alleviation for muscular dystrophy; AID 624291; Potency, µM (top dose mostly 38.3 µM), without a hit: top-dose activation, hits mostly activators; 0.064% of 350,000 active; alpha7betagal myoblasts, beta-gal FDG fluorescence, 48 h;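 further: potency means the concentration at half of the fitted maximal effect; 100% = response of the positive control SU9516; nearly all actives have a fitted effect of over 60% in size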
#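 alpha7betagal+/- myoblasts (passage 13, 250/well) treated 48 h at 37C with compounds at 1:260 dilution of DMSO stock. Lysed, then beta-galactosidase activity read as FDG fluorescence (ex 480/em 540) after 30 min, with pre-read for autofluorescence.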
# Numbers without * were called inactive; ? = inconclusive; nt = not tested or not shown; [ ] = remark or other dose. Unless noted, the call rests on the fitted dose curve; in most records, active means well fitted curve in the direction sought with a large enough effect; inconclusive means small, poorly fitted or top-dose-only effect, or another doubt; inactive means no such curve, though single readings can be large; an effect the other way counts as inactive or inconclusive.
1. CC12CCC(C(=O)Nc3cccnc3)(CC1=O)C2(C)C (stereo not given)
2. CN(C(=O)c1ccc(NC(=O)Cc2ccc(NC(=O)C3CCN(S(=O)(=O)c4cccc([N+](=O)[O-])c4)CC3)cc2)cc1)C1CCCC1
3. CC(=O)Cc1nsc(NC(=O)c2ccc(COc3cccc(C)c3)o2)n1
4. CCN(CCCNC(=O)CCNC(=O)Cn1cnc2ccccc2c1=O)c1ccccc1
5. COc1ccccc1CCNC(=O)C1CCN(C(=O)/C=C/c2ccccc2)CC1
6. COc1cc(OC)cc(C(=O)NC(=S)Nc2ccc3oc(=O)ccc3c2)c1
7. Cc1ccc(NC(=O)C(=O)NCC2CCN(C(=O)c3cccc([N+](=O)[O-])c3)CC2)cc1
8. CCN1CCN(C(=O)C(C)Sc2nc3nc(C)cc(C)n3n2)CC1 (stereo not given)

compound no.	1	2	3	4	5	6	7	8
FBPA coupling cs	2	nt	13	1	2	nt	1	nt
MBNL1 CUG block	-8%	nt	-2%	1%	2%	4%	6%	nt
AT treatment	-9%	nt	-6%	-2%	-3%	9%	0%	-12%
MLL CXXC-DNA inh	-1%	nt	4%	-9%	-13%	25%	0%	nt
ASM inhibitor	2%	-9%	-11%	-3%	-1%	-2%	-1%	-1%
KCNH2 WT inh	16	-1	4	3	-6	5	nt	-2
KCNH2 3.1 inh	10	0	10	-4	-3	-1	43	4
GALK inhibitor	-2%	nt	-1%	-1%	7%	-6%	-3%	nt
TRPV1 ag	0	nt	0	-2	-2	1	4	nt
Integrin act MD	22%	29%	-14%	1%	11%	-37%	-21%	4%

9. CCOc1ccc(OCCC(=O)N(CCC(C)C)c2c(N)n(Cc3ccccc3)c(=O)[nH]c2=O)cc1
10. COc1ccccc1NC(=O)Nc1nc(CC(=O)Nc2cc(F)ccc2F)cs1
11. CCOc1ccc(CCNC(=O)c2cc3sc(Cl)cc3n2C)cc1OCC
12. Cc1ccc(S(=O)(=O)N2CCC(C(=O)OCC(=O)N(C)C3CCS(=O)(=O)C3)CC2)cc1C (stereo not given)
13. CCOC(=O)c1ccc(N2C(=O)CC(NC3CCN(C(=O)c4ccc(F)cc4)CC3)C2=O)cc1 (stereo not given)
14. Cc1ccccc1S(=O)(=O)NCc1cccnc1
15. Cc1ccc(/C=C2\SC(=O)N(CCC(=O)N3CCN(C)CC3)C2=O)cc1
16. CC1CCCC(NC(=O)c2ccc(CNc3c(N4CCCC4)c(=O)c3=O)cc2)C1C (stereo not given)

compound no.	9	10	11	12	13	14	15	16
FBPA coupling cs	nt	nt	0	nt	5	0	0	0
MBNL1 CUG block	nt	nt	0%	nt	-1%	-12%[11.5 µM]	?	?
AT treatment	14%	3%	-7%	0%	-2%	-1%	-5%	8%
MLL CXXC-DNA inh	nt	nt	4%	nt	-1%	-4%	-3%	1%
ASM inhibitor	-2%	-6%	-13%	nt	3%	-1%	2%	0%
KCNH2 WT inh	4	5	8	-3	1	1	-6	-4
KCNH2 3.1 inh	20	0	9	-3	3	-11	-22	0
GALK inhibitor	nt	nt	-1%	nt	1%	nt	-1%	-1%
TRPV1 ag	4	9	12	-1	0	1	4	-2
Integrin act MD	6%	24%	-30%	-1%	23%	-5%	-10%	34%

17. OCC1(CCOc2ccccc2)CCN(Cc2ccncc2)CC1
18. O=C(CCN1C(=O)/C(=C\c2cccs2)SC1=S)Nc1ccc(C(=O)O)cc1
19. CCOc1ccc2[nH]c(=O)c(CN(CCN3CCOCC3)Cc3nnnn3C(C)(C)CC)cc2c1
20. Cc1cc(C)n(-c2ccc(C(=O)Nc3ccc4c(c3)OCO4)cc2)n1
21. Cc1cc(C)nc(Nc2nc3ccccc3o2)n1
22. CC/C(=N\NC(=O)c1ccc(N2CCCC2=O)cc1)c1ccccc1
23. c1ccc(N2CCN(c3ccccc3)C2c2cccs2)cc1
24. COc1ccc(S(=O)(=O)N2CCCCCC2)cc1C(=O)N(C)Cc1ccc(C)cc1

compound no.	17	18	19	20	21	22	23	24
FBPA coupling cs	2	nt	0	1	0	-1	-4	nt
MBNL1 CUG block	8%	-4%	16%	1%	-16%	-3%	-3%	nt
AT treatment	0%	8%	7%	nt	-15%	4%	-2%	7%
MLL CXXC-DNA inh	1%	23%	1%	10%	11%	8%	5%	nt
ASM inhibitor	-3%	-17%	55%[activator]	1%	2%	-3%	-1%	0%
KCNH2 WT inh	30	-1	-16	-7	5	0	-132*	-15
KCNH2 3.1 inh	-1	2	16	19	-1	17	3	-26
GALK inhibitor	-6%	-4%	2%	3%	3%	-1%	-4%	nt
TRPV1 ag	11	2	7	3	0	0	0	18
Integrin act MD	22%	38%	2%	-4%	25%	10%	20%	3%

25. Oc1ccc2ccccc2c1CN1CCOCC1
26. O=C(NCc1ccccc1)C(=O)NCC1CCCN1S(=O)(=O)c1cccs1 (stereo not given)
27. Brc1c(CSc2nncn2-c2ccccc2)nc2sccn12
28. COc1ccccc1CNC(=O)COC(=O)c1ccc(S(=O)(=O)N2CCCCC2)cc1
29. C/C(N)=C(/C#N)C(=O)COC(=O)c1ccccc1C(=O)c1ccc(C)cc1
30. CCS(=O)(=O)NCC(c1cccnc1)N1CCN(c2ccc(OC)cc2)CC1 (stereo not given)
31. CC1(C)CC(NS(=O)(=O)c2ccc(Cl)cc2)CC(C)(C)N1
32. CN(Cc1c(F)cccc1Cl)C(=O)CCc1c[nH]c2ccccc12

compound no.	25	26	27	28	29	30	31	32
FBPA coupling cs	-19	nt	1	nt	-9	1	0	2
MBNL1 CUG block	4%	nt	-3%	nt	1%	2%	0%	2%
AT treatment	-8%	8%	3%	11%	4%	2%	1%	0%
MLL CXXC-DNA inh	79%[activator]	nt	1%	nt	1%	4%	4%	-3%
ASM inhibitor	102%[activator]	-2%	-2%	6%	-1%	5%	3%	-5%
KCNH2 WT inh	-4	-18	6	3	2	-7	-11	-4
KCNH2 3.1 inh	1	-7	-6	-1	-15	-1	1	-13
GALK inhibitor	0%	nt	-2%	nt	1%	-1%	-2%	4%
TRPV1 ag	11	1	3	nt	22	6	-16	24
Integrin act MD	-7%	-1%	5%	1%	-10%	9%	8%	11%

# Rewritten with tabs: part of the list above
cpd	SMILES	FBPA coupling cs	MBNL1 CUG block	AT treatment	MLL CXXC-DNA inh	ASM inhibitor	KCNH2 WT inh	KCNH2 3.1 inh	GALK inhibitor	TRPV1 ag	Integrin act MD
25	Oc1ccc2ccccc2c1CN1CCOCC1	-19	4%	-8%	79%[activator]	102%[activator]	-4	1	0%	11	-7%
26	O=C(NCc1ccccc1)C(=O)NCC1CCCN1S(=O)(=O)c1cccs1 (stereo not given)	nt	nt	8%	nt	-2%	-18	-7	nt	1	-1%
27	Brc1c(CSc2nncn2-c2ccccc2)nc2sccn12	1	-3%	3%	1%	-2%	6	-6	-2%	3	5%
28	COc1ccccc1CNC(=O)COC(=O)c1ccc(S(=O)(=O)N2CCCCC2)cc1	nt	nt	11%	nt	6%	3	-1	nt	nt	1%
29	C/C(N)=C(/C#N)C(=O)COC(=O)c1ccccc1C(=O)c1ccc(C)cc1	-9	1%	4%	1%	-1%	2	-15	1%	22	-10%
30	CCS(=O)(=O)NCC(c1cccnc1)N1CCN(c2ccc(OC)cc2)CC1 (stereo not given)	1	2%	2%	4%	5%	-7	-1	-1%	6	9%
31	CC1(C)CC(NS(=O)(=O)c2ccc(Cl)cc2)CC(C)(C)N1	0	0%	1%	4%	3%	-11	1	-2%	-16	8%
32	CN(Cc1c(F)cccc1Cl)C(=O)CCc1c[nH]c2ccccc12	2	2%	0%	-3%	-5%	-4	-13	4%	24	11%

# Next part.
33. O=C(c1ccncc1)N1CCN(C(=O)c2ccco2)CC1
34. Cc1ccc(-c2nc(=S)c3c(n2Cc2ccco2)CC(C)(C)OC3)cc1
35. N#CCCN(C(=O)COC(=O)c1ccc(S(=O)(=O)N2CCOCC2)cc1)c1ccccc1
36. Cc1ccccc1OCc1nnc(SCC(=O)O)n1-c1ccccc1
37. COc1ccc(-c2cn[nH]c2-c2ccc(OCc3ccc([N+](=O)[O-])cc3)cc2O)cc1

compound no.	33	34	35	36	37
FBPA coupling cs	3	-6	nt	6	-5
MBNL1 CUG block	-3%	27%	nt	-4%	-3%
AT treatment	-4%	2%	7%	-4%	7%
MLL CXXC-DNA inh	-1%	-8%	nt	5%	-3%
ASM inhibitor	0%	-12%	4%	-1%	-12%
KCNH2 WT inh	-4	-1	-8	6	0
KCNH2 3.1 inh	-4	-21	-8	49	-3
GALK inhibitor	1%	2%	nt	-1%	0%
TRPV1 ag	4	5	nt	-1	-2
Integrin act MD	1%	-52%[inhibitor]	19%	?	?
